ERAP1 inh – inhibitors of human ERAP1 aminopeptidase; Q9NZ08; recombinant ERAP1, Leu-AMC fluorescence, 60 min; inhibition, % at 10.7 µM; 0.15% of 340,000 active;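 active means mean replicate inhibition of at least 30%, or all replicates individually reaching that 30% level; inactive means mean below 30% and not every replicate reaching it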;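 further: 0% = neutral control wells and 100% = L-leucinethiol positive control wells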
PGC1a acetyl inh – modulators of PGC1a acetylation. U2OS PGC1a acetylation, AlphaScreen anti-acetyl-lysine; with virally co-expressed GCN5 acetyltransferase. inhibition, % at 15.6 µM. 0.17% of 350,000 active. AID 651687;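 active means every replicate shows inhibition of at least 40%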;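 further: 0% = neutral control wells and 100% = positive control wells; some results beyond the cut were filed as inactive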
Cneo AK release – causes C. neoformans cell lysis | 0.2% of 360,000 active | adenylate kinase release luminescence, 4 h; normalised: neutral wells 0, clomiphene wells 100 | AID 651654 | lysis activity, % at 15 µM;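 active means mean lysis activity across replicates of at least 80%, whatever share of replicates individually reach that level; inactive means mean lysis activity below 80%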
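Schedule: static 4 h at 37 °C with compound, 1 h detection; system: C. neoformans cells; benchmarks: Clomiphene as positive control; buffer or medium: fresh YPD medium; measure: luminescence rise reflecting yeast cell lysis; measured by: luminescent adenylate kinase detection reagent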
SIRT5 block – blocks human SIRT5 desuccinylation of peptide | 1.1% of 330,000 active | Purified SirT5, succinyl-peptide AMC, trypsin-coupled fluorescence | Q9NXA8 | inhibition, % at 15 µM; in the data active means inhibition above about 15%
Target sequence (Q9NXA8 whole entry, looked up): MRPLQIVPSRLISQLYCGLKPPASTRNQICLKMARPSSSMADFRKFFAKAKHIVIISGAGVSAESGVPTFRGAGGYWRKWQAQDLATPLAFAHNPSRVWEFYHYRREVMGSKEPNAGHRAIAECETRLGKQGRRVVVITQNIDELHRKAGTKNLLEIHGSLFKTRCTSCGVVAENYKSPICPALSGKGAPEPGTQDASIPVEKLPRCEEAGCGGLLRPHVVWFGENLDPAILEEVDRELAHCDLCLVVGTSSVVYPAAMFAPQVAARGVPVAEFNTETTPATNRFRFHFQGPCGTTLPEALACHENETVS
S100A4 inh HTS – blocks human S100A4 binding to myosin IIA peptide | S100A4/TAMRA-MyoIIA peptide fluorescence polarization | inhibition, % at 10.7 µM | 0.14% of 360,000 active | AID 652163;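 active means mean inhibition of at least 70% across replicates, with every replicate also reaching that level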
Target sequence (P26447 whole entry, looked up): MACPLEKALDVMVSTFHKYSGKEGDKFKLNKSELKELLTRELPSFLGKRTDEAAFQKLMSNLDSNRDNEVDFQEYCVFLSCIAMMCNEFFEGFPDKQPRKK
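Test system: S100A4 monomer protein; Medium: HEPES pH 7.2 with CaCl2, KCl, NaCl, DTT, Triton; Probe or stimulus: TAMRA-labelled myosin IIA heavy-chain peptide probe, 5 nM; Doses: one dose per compound; Times: polarization read 5 min after assay mix addition, stable 5–60 min; Benchmarks: neutral control DMSO, positive control TFP.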
Xi reactivation – X-chromosome reactivation activator; XiGFP mouse fibroblasts, % GFP-positive cells imaging, 3 d; cells co-treated with 5-aza-dC sensitizer; scaled so ellipticine positive control = 100%; activation, % at 7.58 µM; 0.055% of 360,000 active;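 active means mean normalized replicate activation at least 10% and every replicate at or above 10%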;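 further: 0% = median of on-plate neutral control wells and 100% = ellipticine 6 µM median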
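Schedule: 3 d treatment, 15 min room-temperature fixation; system: 68-5-11 XiGFP fibroblast line; buffer or medium: DMEM plus 5-aza-dC sensitizer; control set: ellipticine 6 µM positive control; compound: one concentration, pinned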
Statin myotox sup – protects C2C12 myotubes from simvastatin toxicity. ATP luminescence, 48 h; scaled: DMSO 0, geranylgeraniol control 100. rescue of ATP level, % at 7.49 µM. 0.78% of 330,000 active. AID 602340;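 active means mean ATP rescue above about 67%, or every replicate alone reaching that limit, limit read from the data, passing the limit was not always enough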;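 further: myotubes were challenged with 10 µM simvastatin during compound exposure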
LGR2 inh – blocks bursicon-induced cAMP signaling via Drosophila LGR2. inhibition, % at 9.99 µM. HEK293 LGR2, CRE-luciferase, bursicon-stimulated, 4 h. 0.35% of 380,000 active;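 active means drop in luminescence signal, shown as inhibition above about 50% in the replicate tests, limit read from the data, passing the limit was not always enough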;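 further: agonist challenge used bursicon conditioned medium at about half maximal strength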
* marks the source's active call; other numbers are inactive results; nt = no result given. This is a subset; the hit share may differ from the screen's.

1: O=C(Nc1ccc(Br)cc1F)c1cccnc1
2: CNc1cccc2c1C(=O)c1ccccc1C2=O
3: CN1C(=O)c2cc(NC(=O)Nc3ccccc3Cl)ccc2OC[C@@H]2O[C@@H](CC(=O)O)CC[C@@H]21
4: C[C@H]1CN([C@@H](C)CO)C(=O)c2cc(NC(=O)CCCN(C)C)ccc2O[C@@H]1CN(C)Cc1ccc(Cl)c(Cl)c1
5: CC(C)Nc1ccc(C(CC(N)=O)NC(=O)c2ccccc2)cc1[N+](=O)[O-] (centres undefined)

Compound	1	2	3	4	5
ERAP1 inh	1	-2	nt	3	-1
PGC1a acetyl inh	2	nt	5	1	13
Cneo AK release	-1	nt	-1	-1	-1
SIRT5 block	-1	1	nt	-4	6
S100A4 inh HTS	3	1	nt	8	-1
Xi reactivation	0.3	0.0	0.0	-0.1	0.2
Statin myotox sup	-11	nt	7	-32	4
LGR2 inh	18	-36	-8	-14	nt

6: Nc1c(C(=O)Nc2ccccc2)sc2nc(N3CCOCC3)c3c(c12)CCCC3
7: CCOC(=O)C1C(=O)C(C(C)=O)C(=O)CC1CC(C)SCC (centres undefined)
8: COC(=O)c1c(C)oc(C)c1S(=O)(=O)N1CCOCC1
9: O=C(CNC(=O)c1cccc(F)c1)NC1CC1
10: CNC(=O)c1ccsc1NC(=O)c1ccc(Cl)s1

Compound	6	7	8	9	10
ERAP1 inh	1	1	nt	1	3
PGC1a acetyl inh	7	-2	0	-36	-11
Cneo AK release	-2	0	-3	-1	1
SIRT5 block	nt	-3	1	nt	-6
S100A4 inh HTS	-2	-6	13	1	-8
Xi reactivation	0.1	nt	0.3	0.0	0.3
Statin myotox sup	-7	-15	-2	2	20
LGR2 inh	0	-4	22	1	-44

11: COc1cc(CNC2CCCC2)cc(Br)c1OCC(=O)Nc1ccccc1C
12: C[C@@H]1CN([C@H](C)CO)C(=O)c2cccc(NC(=O)c3ccc(-c4nccs4)cc3)c2O[C@@H]1CN(C)C(=O)Nc1cccc2ccccc12
13: COC(=O)C(NC(C)=O)(Nc1ccc(Br)cc1)C(=O)OC
14: CC(C)CC#Cc1cnc2c(c1)C(=O)N([C@H](C)CO)C[C@H](C)[C@@H](CN(C)C(=O)NC1CCCC1)O2
15: O=C(Nc1ccc(F)cc1F)C1CCN(S(=O)(=O)c2cccnc2)CC1

Compound	11	12	13	14	15
ERAP1 inh	-2	0	-1	1	-2
PGC1a acetyl inh	nt	5	-5	-4	-2
Cneo AK release	nt	15	0	-4	-1
SIRT5 block	0	2	-1	-1	-1
S100A4 inh HTS	-2	6	3	-20	-3
Xi reactivation	0.0	-0.9	nt	0.6	0.0
Statin myotox sup	nt	80*	-1	1	12
LGR2 inh	4	16	4	-6	-15

The closing 3 compounds of the section above come first, to join the parts.
13: COC(=O)C(NC(C)=O)(Nc1ccc(Br)cc1)C(=O)OC
14: CC(C)CC#Cc1cnc2c(c1)C(=O)N([C@H](C)CO)C[C@H](C)[C@@H](CN(C)C(=O)NC1CCCC1)O2
15: O=C(Nc1ccc(F)cc1F)C1CCN(S(=O)(=O)c2cccnc2)CC1
16: COc1cc2c(cc1OC)C(CNC(=O)C=Cc1cc(OC)c(OC)c(OC)c1)C2 (centres undefined)
17: CC(C)NC(=O)N(C)C[C@@H]1Oc2ccc(NC(=O)Nc3ccc(F)cc3)cc2CC(=O)N([C@H](C)CO)C[C@@H]1C
18: C[C@@H]1CN([C@H](C)CO)C(=O)c2cccc(NS(=O)(=O)c3cn(C)cn3)c2O[C@H]1CN(C)CC1CCCCC1
19: CC1CCC(C(C)C)C(=O)/C1=C\c1ccc(NC(=O)CCC(=O)O)cc1 (centres undefined)
20: C[C@H](CO)N1C[C@H](C)[C@H](CN(C)S(=O)(=O)c2cn(C)cn2)Oc2c(NC(=O)NC3CCCCC3)cccc2C1=O

Compound	13	14	15	16	17	18	19	20
ERAP1 inh	-1	1	-2	2	0	8	-2	0
PGC1a acetyl inh	-5	-4	-2	-10	1	-8	nt	2
Cneo AK release	0	-4	-1	2	-3	13	-3	1
SIRT5 block	-1	-1	-1	-2	0	-3	2	0
S100A4 inh HTS	3	-20	-3	-4	-8	2	0	6
Xi reactivation	nt	0.6	0.0	0.0	0.0	0.1	-0.1	0.0
Statin myotox sup	-1	1	12	0	13	12	1	-22
LGR2 inh	4	-6	-15	-8	13	-3	-5	17

21: COc1cccc(NC(=O)Nc2ccc3c(c2)C(=O)N(C)C[C@@H](OC)[C@H](C)CN(CC2CC2)[C@H](C)CO3)c1
22: Cc1ccccc1CN(C)CC(=O)Nc1c(C)cccc1C(C)C
23: CC(C)CC(NC(=O)CC12CC3CC(CC(C3)C1)C2)C(=O)NC1=NCCS1 (centres undefined)
24: Cc1ccc(C(=O)NCCCNC(=O)Cc2ccc(Cl)cc2)cn1
25: COc1ccc(C(=O)NCC(=O)N/N=C(C)\C=C\c2ccccc2)cc1OC

Compound	21	22	23	24	25
ERAP1 inh	-4	-4	1	-1	0
PGC1a acetyl inh	12	-13	nt	nt	1
Cneo AK release	1	nt	nt	-1	nt
SIRT5 block	7	-1	-3	0	1
S100A4 inh HTS	-80	2	-6	3	-9
Xi reactivation	0.0	0.6	0.7	0.0	0.1
Statin myotox sup	-28	nt	nt	6	nt
LGR2 inh	8	12	13	11	-1

26: NC(COCc1ccccc1)c1csc(Nc2ccc(C(=O)c3ccccc3)cc2)n1 (centres undefined)
27: CSc1ccc(CN2CCC(C)(Oc3cccc(C#N)c3)C2)cc1 (centres undefined)
28: COCC(=O)Nc1ccc(N2CCOCC2)c(S(=O)(=O)Nc2ccc(OC)cc2)c1
29: CSCC[C@@H](C(=O)NCc1cccs1)N1Cc2ccccc2C1=O
30: CCNC(=S)NNc1nc(N2CCCCC2)nc(N2CCOCC2)n1

Compound	26	27	28	29	30
ERAP1 inh	5	3	-10	-1	-5
PGC1a acetyl inh	3	-7	-6	nt	2
Cneo AK release	3	0	0	-1	nt
SIRT5 block	0	14	-1	0	0
S100A4 inh HTS	-17	4	-1	6	1
Xi reactivation	0.0	0.4	0.3	0.0	0.0
Statin myotox sup	-36	-4	-5	4	nt
LGR2 inh	4	7	-6	-17	22

31: COc1ccc(S(=O)(=O)N2CCCCC2)cc1NC(=O)Cc1cccs1
32: CC(C)NC(=O)CSc1c2c(nc3ccccc13)CCCC2
33: CO[C@H]1CN(C)C(=O)c2ccc(NS(C)(=O)=O)cc2OC[C@H](C)N(C(=O)CC2CC2)C[C@H]1C
34: CCCCN(CCCC)CCCNC(=O)C1CC(c2ccc(C(F)(F)F)cc2)=NO1 (centres undefined)
35: COc1ccc(OC(=O)c2cc(S(=O)(=O)N3CCCC3)ccc2Cl)cc1

Compound	31	32	33	34	35
ERAP1 inh	1	-2	4	-3	14
PGC1a acetyl inh	-12	0	-7	-18	5
Cneo AK release	-1	nt	7	1	0
SIRT5 block	0	-4	-9	-5	8
S100A4 inh HTS	9	-11	-1	4	-6
Xi reactivation	0.1	0.1	0.4	0.2	nt
Statin myotox sup	5	18	7	-1	15
LGR2 inh	5	-12	-10	-7	6

36: O=C(CN1C(=O)/C(=C\c2ccccc2Cl)Oc2ccccc21)NCc1cccnc1
37: CC(C)(C)N1CC(OC(N)=O)C1
38: COc1ccc(S(=O)(=O)n2cnc(C)c2)cc1
39: COc1ccc(-c2noc(CN(C)C(=O)c3ccc4c(c3)OCO4)n2)cc1OC
40: O=C(CCSc1ccc(Cl)cc1)c1ccco1

Compound	36	37	38	39	40
ERAP1 inh	5	0	2	1	-3
PGC1a acetyl inh	nt	nt	nt	8	-2
Cneo AK release	nt	nt	nt	0	0
SIRT5 block	1	0	1	-3	-1
S100A4 inh HTS	0	0	-3	0	1
Xi reactivation	0.4	0.1	0.0	0.0	0.0
Statin myotox sup	nt	nt	nt	-6	6
LGR2 inh	5	14	7	-1	-8

41: COc1ccc(Nc2nc(-c3cccs3)nc3ccccc23)cc1
42: O=C(c1cccc(Br)c1)c1coc2ccc(O)cc12
43: Cc1ccc(Nc2ncc3c(n2)CC(C)(C)CC3=O)cc1
44: CCOC(=O)c1c(-c2ccccc2)csc1NC(=O)CCN1C(=O)c2ccccc2C1=O
45: O=C(c1ccco1)N1N=C(c2ccc3nccnc3c2)CC1c1ccccc1 (centres undefined)

Compound	41	42	43	44	45
ERAP1 inh	5	1	4	0	0
PGC1a acetyl inh	-8	12	-15	-12	1
Cneo AK release	0	-1	nt	0	nt
SIRT5 block	-2	-3	1	-10	0
S100A4 inh HTS	-3	-1	2	3	-4
Xi reactivation	-0.4	-0.1	0.2	0.0	0.0
Statin myotox sup	-7	-7	nt	15	nt
LGR2 inh	-36	-106	-58	-8	-3

46: Cc1cc(S(=O)(=O)N2CCOCC2)ccc1OCC(=O)N1CCCCC1
47: O=S(=O)(NCC[C@H]1CC[C@H](NS(=O)(=O)c2cccc(Cl)c2)[C@H](CO)O1)c1cccc(F)c1
48: S=C(CN1CCCC1=S)N1CCOCC1
49: COCC#Cc1ccc([C@H]2[C@H]3CN(S(=O)(=O)c4cccc(OC)c4)CCCCN3[C@H]2CO)cc1
50: CC1CCN(S(=O)(=O)c2ccc3c(c2)N(CC(=O)NCCN2C(C)CCCC2C)C(=O)CS3)CC1 (centres undefined)

Compound	46	47	48	49	50
ERAP1 inh	4	5	2	-1	1
PGC1a acetyl inh	nt	-5	-3	-2	nt
Cneo AK release	4	1	-1	-1	3
SIRT5 block	-1	-2	-3	10	1
S100A4 inh HTS	4	3	-3	16	-16
Xi reactivation	0.5	2.2	0.0	0.1	-0.1
Statin myotox sup	3	5	nt	nt	6
LGR2 inh	-3	1	nt	3	-10

51: Cc1cc(Cl)c(S(=O)(=O)N2CCN(c3ccccn3)CC2)cc1OCC(=O)NC1CCCCC1
52: NC(=O)C1(N2CCCCC2)CCN(S(=O)(=O)c2cc(Cl)ccc2Cl)CC1
53: Cc1ccccc1C(=O)Nc1nc(SCc2ccc(Cl)cc2)n[nH]1
54: C[C@H](CO)N1C[C@H](C)[C@@H](CN(C)C(=O)CCC(F)(F)F)OCc2ccccc2-c2ccccc2C1=O
55: C[C@H](CO)N1C[C@H](C)[C@H](CN(C)S(=O)(=O)c2cn(C)cn2)OCc2ccccc2-c2c(n(C)c3ccccc23)C1=O

Compound	51	52	53	54	55
ERAP1 inh	0	4	nt	nt	-6
PGC1a acetyl inh	nt	6	-27	0	8
Cneo AK release	nt	-3	2	nt	-1
SIRT5 block	-2	-6	0	nt	-1
S100A4 inh HTS	-5	8	-2	nt	-23
Xi reactivation	0.1	-0.1	0.2	0.1	0.1
Statin myotox sup	nt	-4	-7	-13	-6
LGR2 inh	19	-3	6	-2	12

56: C[C@H]1Cn2cnc(C(=O)NCc3ccc(CNC(=O)OC(C)(C)C)cc3)c2C(=O)N1
57: C[C@@H]1CN([C@H](C)CO)C(=O)c2cc(NC(=O)Cc3ccccc3)ccc2O[C@H]1CN(C)Cc1ccncc1
58: COCCc1nc2ccc(C(=O)N(C)Cc3cccc(-n4nc(C)cc4C)c3)cc2o1
59: Cc1ccc(NC(=O)Nc2cccn(Cc3c(F)cccc3Cl)c2=O)cc1
60: Cc1ccc(C(=O)n2ncn(C)c2=S)cc1
61: COc1ccc(C(=O)NCC(=O)N2CCNC(=O)C2)cc1OC

Compound	56	57	58	59	60	61
ERAP1 inh	-2	nt	-1	0	5	1
PGC1a acetyl inh	nt	-3	2	5	nt	-4
Cneo AK release	-1	19	-1	nt	nt	0
SIRT5 block	0	-7	0	-4	-1	0
S100A4 inh HTS	1	-10	-1	3	4	-1
Xi reactivation	-0.2	0.4	0.0	-0.1	0.0	0.3
Statin myotox sup	0	-1	1	nt	nt	-16
LGR2 inh	3	-8	-12	-30	-9	12
